Assay outcomes: PubChem, The Scripps Research Institute Molecular Screening Center
AHR act: activators of human aryl hydrocarbon receptor. P35869. AHR-responsive luciferase reporter cells, luminescence. activation, % at 5 µM. 320,000 tested, 2.5% active. AID 2796; in the data active = activation above about 47%;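 note: 0% = vehicle wells and 100% = reference agonist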
procasp7 counter: counter-screen for procaspase-3 activators: activators of human procaspase-7; P55210; recombinant procaspase-7, Ac-DEVD-pNA absorbance 405 nm; D23A/D198A/D206A triple mutant, cannot self-cleave; scale: DMSO 0, 5 µM enzyme 100; activation, % at 8.5 µM; 330,000 tested, 0.093% active; AID 463210;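 active = percent activation above the screen-wide mean plus 3 SD, cut at about 25% in these data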
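Assay system: Uncleavable procaspase-7 mutant enzyme | Input: 2 µM procaspase-7 mutant as dispensed | Timing: 1 h compound preincubation, 2 h substrate cleavage, 25 °C | Repeats: One well per compound | Control set: DMSO wells as 0%, DMSO with 5 µM added PC-7 as 100% | Technique: Epi-absorbance of released pNA at 405 nm, two timepoints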
PP1 counter: PP1-alpha (human) inhibition in PP5 counter-screen; purified PP1alpha, OMFP fluorescence; AID 2235; inhibition, % at 6.7 µM; P62136; 320,000 tested, 0.9% active;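 active = inhibition above the mean inhibition of all tested compounds plus 3 SD, computed separately for each screening campaign, cut at about 15% in these data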
PAFAH2 FP inh: inhibitors of human PAFAH2 | recombinant PAFAH2, FP-rhodamine activity probe, fluorescence polarization | 340,000 tested, 0.99% active | inhibition, % at 3.39 µM | Q99487 | AID 492956;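 active = inhibition above the mean over all tested compounds plus 3 SD, cut at about 30% in these data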;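 note: inhibitors block probe labeling of enzyme so polarization drops; 0% = enzyme with DMSO and 100% = wells lacking PAFAH2 protein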
PP5 inh: PP5 (human) phosphatase inhibition. P53041. purified PP5c, OMFP substrate fluorescence. inhibition, % at 6.7 µM. 320,000 tested, 0.18% active. AID 1987;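 active = inhibition above the campaign's mean inhibition across all tested compounds plus 3 SD, cut at about 9.5% in these data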;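 note: 0% = DMSO only and 100% = 100 µM cantharidin control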
core dimer inh: blocks dimerization of HCV core protein | TR-FRET GST/Flag-core106 dimerization, 1536-well | inhibition, % at 5 µM | 300,000 tested, 0.33% active;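 active = inhibition above the mean of all tested compounds plus 3 SD, set per screening campaign, cut at about 45% in these data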
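System: GST-tagged and Flag-tagged HCV core protein residues 1-106 / Input: core106 proteins, GST 13.5 nM and Flag 17 nM / Buffer or medium: KF-containing HEPES buffer, pH 7.45, DTT, CHAPS, BSA / Probe or stimulus: Eu-anti-GST and XL665-anti-Flag labelled anti-tag antibodies / Schedule: 4 h, 22.5 °C incubation / Technique: TR-FRET 671 and 617 nm emission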
TPT1 inhibitor: blocks Candida albicans tRNA 2'-phosphotransferase; recombinant caTPT1, FP RNA substrate dephosphorylation; 300,000 tested, 0.81% active; inhibition, % at 5 µM;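 active = inhibition above the mean of all tested compounds plus 3 SD, set per screening campaign, cut at about 24% in these data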;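 note: plate controls were DMSO alone for no effect and ferristatin control at 100 nM for full effect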
proCasp3 act: activators of human procaspase-3 | AID 463141 | P42574 | 330,000 tested, 0.11% active | recombinant procaspase-3 D3A, Ac-DEVD-pNA absorbance 405 nm | activation, % at 8.5 µM;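 active = activation above the mean of all tested compounds plus 3 SD, cut at about 21% in these data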;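 note: 0% = DMSO alone and 100% = DMSO wells spiked with extra 5 µM PC-3 D3A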
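Test system: Procaspase-3 D3A mutant, all three cleavage aspartates alanine | Dosing: Single dose, 8.5 µM nominal compound, 0.8% DMSO | Schedule: 1 h preincubation, 2 h reaction | Technique: 405 nm absorbance of p-nitroaniline, reads at 0 and 120 min | Repeats: One well per compound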
Fh CTSL1 inh: blocks F. hepatica cathepsin L1 in PFM18AAP counter-screen; recombinant F. hepatica cathepsin L1, Z-Leu-Arg-MCA fluorescence; inhibition, % at 5.96 µM; 300,000 tested, 0.49% active;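 active = inhibition above the mean of all tested compounds plus 3 SD, set per screening campaign, cut at about 17% in these data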;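 note: 0% = plate median of test compound wells and 100% = 1 µM Z-Phe-Ala-diazomethylketone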
Starred values were filed as active, the others as inactive; / = no result given.

SMILES | AHR act | procasp7 counter | PP1 counter | PAFAH2 FP inh | PP5 inh | core dimer inh | TPT1 inhibitor | proCasp3 act | Fh CTSL1 inh
CCC1(C)Cc2c(sc3c2c(=O)n(C)c2nnc(SCCc4ccccc4)n32)CO1 (stereo not drawn) | 2 | 6 | 5 | 7 | 1.5 | 5 | 2 | 6 | -1
COCCNC(=O)C(c1ccco1)N(C(=O)Cn1nnc2ccccc21)c1ccccc1C (stereo not drawn) | 0 | 13 | -3 | -6 | -1.1 | 1 | -3 | 5 | -1
CCCNC(=O)COC(=O)/C=C/c1ccc2c(c1)OCO2 | 1 | 4 | -3 | 51* | -0.1 | -6 | 1 | 4 | -4
CC1CC(C)CN(c2ncnc3c2cnn3Cc2ccc(Cl)cc2)C1 (stereo not drawn) | 1 | -8 | 1 | 1 | 4.5 | 5 | -4 | 12 | 4
CC1(C)CC(NS(=O)(=O)c2ccc(S(N)(=O)=O)cc2)CC(C)(C)N1 | 2 | 2 | 0 | 6 | 1.4 | -1 | -39 | 2 | -2
COc1ccccc1CC(=O)NCCc1ccccc1 | 1 | 1 | 0 | 0 | -2.6 | 4 | -3 | -7 | -3
CC(C)NCC1CCc2cc(CO)c([N+](=O)[O-])cc2N1 (stereo not drawn) | -1 | -2 | -1 | -11 | -1.1 | -3 | 0 | 3 | -3
CCSc1ncnc2sc(C)c(C)c12 | -1 | 18 | -3 | -1 | 0.1 | -4 | -2 | -3 | -3
CCCCn1c(N)c(N(C)C(=O)c2cn(-c3ccccc3)nc2-c2ccccc2)c(=O)[nH]c1=O | 0 | 4 | -3 | 0 | 2.9 | / | / | 10 | /
CN(C)c1ccc(NC(=O)CCCCCn2nnc3ccccc3c2=O)cc1 | 3 | 2 | 0 | -1 | 1.2 | -8 | -2 | 3 | -3
COc1ccc(N(CC(=O)NCc2ccc(F)cc2)C(=O)CCC(=O)Nc2nccs2)cc1 | 1 | 3 | -1 | -15 | 2.6 | 5 | 9 | -4 | 2
CCOc1ccc(CCNC(=O)CCCn2nc(C)c3c(C)n(-c4ccccc4)nc3c2=O)cc1 | 2 | 0 | 1 | -4 | 0.2 | 6 | -1 | 11 | -2
Cc1nn(C)cc1C1C2=C(CC(C)(C)CC2=O)OC2=C1C(=O)CC(C)(C)C2 | 1 | 4 | -4 | 9 | 0.1 | 0 | -1 | 0 | -6
O=C(NCc1ccc(Cl)cc1)C1CCC(CNc2c(N3CCCC3)c(=O)c2=O)CC1 (stereo not drawn) | 1 | 9 | -5 | 2 | 0.3 | -2 | 1 | 11 | 10
Cc1ccc(S(=O)(=O)c2c(COC(=O)c3cccc(Cl)c3)c(-c3ccccc3)nn2C)cc1 | -2 | 8 | -1 | -4 | 2.1 | -2 | -4 | 1 | -1
COc1ccc2nc(Nc3nc4ccc(NC(C)=O)cc4s3)sc2c1 | 31 | -12 | 6 | -10 | 1.1 | -14 | -1 | 28* | 1
COc1ccc(Cn2nnnc2CN2CCCCCC2)cc1 | 3 | 9 | -3 | 11 | 0.3 | 0 | 5 | 1 | 2
Cc1ccc(N2N=C(C(=O)O)CCC2=O)cc1Cl | 2 | 1 | 3 | -4 | -1.2 | -6 | -3 | 7 | 0
O=C(COC(=O)C12CC3CC(CC(C3)C1)C2)NCCc1ccccc1 | 1 | 4 | -2 | 21 | 0.8 | -1 | 1 | 2 | 2
COc1ccc(/C=C/c2c(-c3ccc(OC)cc3)oc3ccccc23)cc1 | 5 | -2 | 1 | -1 | -0.2 | -14 | 0 | 0 | -1
Cc1cc(C(C)(C)C)ccc1OCC(=O)N/N=C\c1c(C)n(C)n(-c2ccccc2)c1=O | 9 | -2 | 1 | -2 | 2.0 | -8 | 3 | -4 | -1
O=C(NCCNC(=O)c1ccccc1O)c1ccccc1O | 0 | -6 | 1 | -2 | 1.6 | -9 | -2 | 4 | -1
COc1ccc(S(=O)(=O)N(CC(=O)N2CCCC2)Cc2ccccc2)cc1 | -2 | 8 | -4 | -1 | -0.5 | -1 | 0 | 7 | -2
CC(=O)Nc1ccc(Oc2ccc(-c3noc(C)n3)cc2)cc1 | -1 | 0 | -1 | 2 | -2.8 | -11 | 5 | -7 | 7
O=C(Nc1ccncc1)c1cccc2ccccc12 | 13 | 6 | -1 | 1 | -0.6 | 1 | 0 | 0 | -5
Additional entries follow.
SMILES | AHR act | procasp7 counter | PP1 counter | PAFAH2 FP inh | PP5 inh | core dimer inh | TPT1 inhibitor | proCasp3 act | Fh CTSL1 inh
CCOC(=O)c1c(C)n(C)c2ccc(OC(=O)c3ccoc3)cc12 | 2 | -6 | -3 | 6 | 3.3 | 6 | 0 | 6 | -23
COc1cc(/C=N/NC(=O)Cc2csc(N3CCOCC3)n2)cc(OC)c1O | 6 | 0 | 3 | 6 | -2.6 | -5 | 0 | 8 | 2
COc1ccc(C(CNC(=O)c2[nH]c(C)c(C(C)=O)c2C)N2CCOCC2)cc1 (stereo not drawn) | 2 | 6 | -1 | 4 | 3.1 | / | / | -2 | /
COc1ccc(-c2cc(C(F)(F)F)nc(SCC(=O)Nc3cc(C)on3)n2)cc1OC | -1 | 9 | 1 | 11 | 2.5 | -3 | 0 | 4 | 2
Cc1nc(-c2ccccn2)nc(N(C)c2ccccc2)c1Cl | 24 | 3 | 27* | -1 | 1.3 | 5 | -5 | 3 | 3
CCOC(=O)c1ccc(NC(=O)CSc2nc3ncccc3[nH]2)cc1 | -3 | -1 | 2 | -1 | -1.1 | 4 | 12 | -6 | 1
COc1ccc(OC)c(C(c2nnnn2CCc2ccccc2)N2CCC(C(N)=O)CC2)c1 (stereo not drawn) | 0 | -4 | -2 | 10 | -7.3 | -14 | -4 | -2 | 8
O=C(NCc1ccco1)C1CC(c2ccc(F)cc2)=NO1 (stereo not drawn) | 4 | 11 | 0 | 6 | -0.6 | 2 | 0 | 3 | -2
Cc1ccc(S(=O)(=O)Nc2cc(=O)[nH]c(SCc3ccccc3Cl)n2)cc1 | 8 | -36 | 6 | -2 | 0.3 | -1 | -2 | -16 | -2
COc1ccc(CNC(=O)[C@H](C)NC(=O)[C@@H]2Cc3ccccc3CN2)cc1 | -1 | 6 | -4 | 2 | -3.5 | -1 | 0 | 11 | 2
O=C(CN1CCC(NC(=O)c2ccccc2F)CC1)NCc1ccc(F)cc1 | 2 | 15 | 1 | 3 | 2.7 | 6 | 1 | 7 | 2
Cc1cccc(C)c1NC(=O)CNC(=O)c1ccc(COc2ccccc2)o1 | 0 | -16 | -4 | 0 | 3.9 | / | / | 9 | /
Cc1ccc(C(=O)Nc2ncccc2C)cc1S(=O)(=O)N1CCOCC1 | 2 | 15 | -5 | 6 | 0.4 | / | / | 10 | /
CCOC(=O)C(=O)Nc1cc(C(=O)OC)cc(C(=O)OC)c1 | -1 | 9 | -1 | -2 | -2.7 | -5 | -3 | -3 | 0
CCOC(=O)C1=C(CN2CCSCC2)NC(=O)NC1c1cccc([N+](=O)[O-])c1 (stereo not drawn) | -1 | 2 | -2 | -1 | 2.0 | 4 | -3 | 8 | 2
NC(=O)C[n+]1cccc(C(=O)Nc2ccccc2)c1 | 0 | 4 | -4 | -2 | -2.0 | -1 | 2 | 5 | -3
COc1ccc(C(=O)O/N=C(/c2ccccc2)c2ccncc2)cc1 | 1 | 2 | 0 | 78* | -1.0 | 5 | -3 | 8 | -4
C=CCn1cc(/C=N/Nc2nc3ccccc3[nH]2)c2ccccc21 | 146* | -8 | 22* | 2 | -1.6 | -35 | -1 | -5 | 5
Cc1cc(NC(=O)CS(=O)(=O)c2c[nH]c3ccccc23)no1 | -4 | 1 | -1 | -1 | -0.7 | 4 | 2 | -4 | -2
O=c1c2c(O)cc(O)cc2oc2ccc(O)c(O[C@@H]3O[C@H](CO)[C@@H](O)[C@H](O)[C@H]3O[C@H]3O[C@H](CO)[C@@H](O)[C@H](O)[C@H]3O)c12 | 1 | 4 | 2 | 0 | 1.7 | 1 | -4 | -6 | 2
Cc1cccc(CCN=c2c([N+](=O)[O-])nn(-c3ccccc3)n2O)c1 | 13 | -6 | -1 | 1 | 1.4 | 0 | 1 | 0 | -1
CCOC(=O)N1CCC(NC(=O)c2cnn3c(C(F)(F)F)cc(-c4cccc(OC)c4)nc23)CC1 | 2 | -13 | -3 | / | 3.7 | -4 | 1 | -5 | -3
CC(=O)c1nc2ccccc2n1S(=O)(=O)c1ccc(Cl)cc1 | 0 | -5 | 0 | -3 | 0.2 | -4 | 2 | 5 | 0
CN1CCc2c(sc(NC(=O)c3ccc([N+](=O)[O-])o3)c2C(N)=O)C1 | 2 | -9 | -1 | 2 | 1.5 | -5 | -1 | -5 | 9
COc1ccccc1NC(=O)CN1CCC(n2nnc3cc(F)ccc32)CC1 | 3 | 1 | -3 | -7 | -0.6 | 11 | -3 | -4 | 14
More results follow.
SMILES | AHR act | procasp7 counter | PP1 counter | PAFAH2 FP inh | PP5 inh | core dimer inh | TPT1 inhibitor | proCasp3 act | Fh CTSL1 inh
COc1ccc(NC(=O)CSc2cn[nH]n2)c(OC)c1 | 1 | 6 | 2 | 1 | 1.3 | 11 | -1 | -7 | 2
CC1CCCN(c2ncnc3c2cnn3-c2ccccc2)C1 (stereo not drawn) | 26 | -2 | 1 | -2 | -0.1 | -11 | -1 | 3 | 1
COc1cc(NC(=O)CNc2cccc(S(=O)(=O)N3CCCC3)c2)cc(OC)c1 | 34 | -3 | -3 | -6 | -5.8 | -1 | 5 | -4 | 1
Oc1ccccc1/C=N/Nc1ncc(Br)cn1 | 4 | 0 | 2 | -4 | 0.2 | -4 | 5 | -5 | 1
OCCCc1nc2ccccc2[nH]1 | -1 | -1 | 1 | -6 | 1.6 | 2 | -4 | 4 | 1
O=C(CCc1nc2ccccc2[nH]1)NC1CCCCC1 | 1 | 10 | -2 | -6 | -0.4 | -6 | 1 | 8 | 2
CN(Cc1ccccc1)c1nc(N)nc(Cl)c1C=O | 0 | 1 | -2 | -3 | -1.4 | 2 | -2 | -2 | 3
CCOc1ccc(N(CC(=O)Nc2ccc(C)c(C)c2)S(=O)(=O)c2c(C)[nH]c(=O)[nH]c2=O)cc1 | 4 | 3 | 3 | 3 | 0.0 | 6 | -1 | 6 | 1
CCn1nc(C)c(CN2CCN(Cc3cccc(OC)c3)C(CCO)C2)c1C (stereo not drawn) | 1 | -4 | -2 | 3 | -0.5 | -2 | 0 | 10 | -5

3 entries from above in a different format:
SMILES	AHR act	procasp7 counter	PP1 counter	PAFAH2 FP inh	PP5 inh	core dimer inh	TPT1 inhibitor	proCasp3 act	Fh CTSL1 inh
COc1ccc(S(=O)(=O)N(CC(=O)N2CCCC2)Cc2ccccc2)cc1	-2	8	-4	-1	-0.5	-1	0	7	-2
CC(=O)Nc1ccc(Oc2ccc(-c3noc(C)n3)cc2)cc1	-1	0	-1	2	-2.8	-11	5	-7	7
O=C(Nc1ccncc1)c1cccc2ccccc12	13	6	-1	1	-0.6	1	0	0	-5
